EP2 modulator = EP2 receptor modulators, cAMP readout, primary screen, cell-based, HTRF cAMP, PGE2 stimulation. Prostaglandin E2 receptor EP2 subtype (Homo sapiens), P43116. EP2-expressing cells, cAMP HTRF FRET, PGE2 co-stimulation. induction, % at 25 µM. hit rate 0.83% among 260,000. AID 940, 2007;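 active = compounds whose cAMP rise, as percent of the full-agonist control response, exceeds 60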;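 note: rat C6 glioma line stably carrying human EP2 under a CMV promoter; the protocol text gives 20 µM as final concentration; 100% = response of wells given 1 µM PGE2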
NPY-Y2 PAM-ag = NPY-Y2 potentiators or agonists, primary screen, cell-based | activation, % at 3.6 µM | hit rate 0.45% among 220,000 | cells expressing NPY-Y2, potentiator/agonist read-out | Neuropeptide Y receptor type 2 (Homo sapiens), P49146; in the data active = activation above about 27%;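 note: cells stimulated with NPY near EC25 plus isoproterenol at EC100; 0% = vehicle plus submaximal agonist and 100% = vehicle plus saturating agonist; some results beyond the cut were filed as inactive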
Target sequence (P49146 whole entry, looked up): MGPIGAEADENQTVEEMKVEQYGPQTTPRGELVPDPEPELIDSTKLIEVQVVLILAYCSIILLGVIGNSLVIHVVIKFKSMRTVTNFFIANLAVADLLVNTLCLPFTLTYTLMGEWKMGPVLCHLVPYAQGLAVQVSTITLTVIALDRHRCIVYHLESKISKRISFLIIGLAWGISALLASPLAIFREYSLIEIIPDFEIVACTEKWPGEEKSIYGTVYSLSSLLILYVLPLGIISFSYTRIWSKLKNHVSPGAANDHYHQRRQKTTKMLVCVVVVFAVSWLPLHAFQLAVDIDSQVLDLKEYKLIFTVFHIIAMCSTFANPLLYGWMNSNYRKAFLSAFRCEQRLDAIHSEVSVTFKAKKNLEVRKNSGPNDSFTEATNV
eIF4E-4G inh = eIF4E–eIF4G protein interaction inhibitors, primary screen, biochemical, uHTS, TR-FRET, eIF4GI fragment; Eukaryotic translation initiation factor 4E (Mus musculus) + Eukaryotic translation …; TR-FRET eIF4E-eIF4GI(517-606) binding, 2 h; inhibition, % at 21.7 µM; AID 782, 2007; hit rate 0.37% among 220,000;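 active = inhibition above about 30%, limit read from the data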;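 note: 0% = full FRET control wells and 100% = background wells lacking eIF4GI fragment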
S1P4 ag = S1P4 receptor agonists, primary screen, cell-based; S1P4-expressing cell line, agonist reporter assay; activation, % at 4.98 µM; hit rate 0.35% among 220,000; AID 1509, 2009; in the data active = activation above about 11%;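 note: 0% = DMSO vehicle and 100% = reference agonist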
NPY Y1 blocker = NPY-Y1 receptor antagonists, primary screen, cell-based | Neuropeptide Y receptor type 1 (Homo sapiens), P25929 | HEK293-CNG Y1 cells, membrane potential fluorescence; NPY at EC95, then isoproterenol | inhibition, % at 3.6 µM | hit rate 1% among 200,000 | AID 1040, 2008;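 active = inhibition above the campaign mean inhibition of all tested compounds plus 3 SD, cut at about 20% in these data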;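 note: 0% = DMSO wells given NPY plus isoproterenol and 100% = isoproterenol alone without NPY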
Target sequence (P25929 whole entry, looked up): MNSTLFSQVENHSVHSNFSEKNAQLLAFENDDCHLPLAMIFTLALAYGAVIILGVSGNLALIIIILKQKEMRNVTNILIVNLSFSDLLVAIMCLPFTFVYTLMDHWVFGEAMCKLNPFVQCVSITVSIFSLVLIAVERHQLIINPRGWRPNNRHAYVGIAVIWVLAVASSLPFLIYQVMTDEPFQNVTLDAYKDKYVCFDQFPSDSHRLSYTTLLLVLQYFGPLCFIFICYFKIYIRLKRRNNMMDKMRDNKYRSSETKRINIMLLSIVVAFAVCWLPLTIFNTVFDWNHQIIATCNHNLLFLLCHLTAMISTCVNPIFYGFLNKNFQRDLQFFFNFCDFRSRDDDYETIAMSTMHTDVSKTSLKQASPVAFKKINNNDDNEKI
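material = HEK293 cells with Y1 receptor plus CNG channel | also added = NPY 25 nM then isoproterenol 1 µM plus Ro 20-1724 25 µM | schedule = dye 3 h, compound 60 min room temperature, stimulation 45 min | measured by = membrane potential fluorescence | benchmarks = high control isoproterenol alone, low control NPY with isoproterenol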
EP2 antag = human EP2 receptor antagonists, primary screen, TR-FRET cAMP, C6 glioma cells | Prostaglandin E2 receptor EP2 subtype (Homo sapiens), P43116 | C6 glioma cells expressing human EP2; cells stimulated with saturating PGE2 | inhibition, % at 25 µM | hit rate 0.52% among 260,000 | AID 1422, 2008;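 active = percent inhibition above 40 after rounding to a whole number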;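 note: rat C6 glioma host cells with rolipram phosphodiesterase inhibitor present; the protocol text gives 20 µM as final concentration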
p97 ATPase inh = inhibitors of human p97 ATPase, primary screen, biochemical; inhibition, % at 8 µM; hit rate 0.42% among 220,000; recombinant p97 ATPase, Kinase-Glo ATP luminescence, 3 h; AID 1481, 2009; in the data active = inhibition above about 15%;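 note: 0% = DMSO vehicle and 100% = wells lacking enzyme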
NPY1 pot ag = NPY-Y1 receptor potentiators or agonists, primary screen, cell-based; Neuropeptide Y receptor type 1 (Homo sapiens), P25929; NPY-Y1 expressing cells, potentiator/agonist activation; activation, % at 3.6 µM; hit rate 0.37% among 220,000; in the data active = activation above about 33%, passing the limit was not always enough;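 note: cells stimulated with NPY at EC10 then isoproterenol at EC100; 0% = low agonist plus stimulus and 100% = saturating agonist plus stimulus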
S1P4 antag = S1P4 receptor antagonists, primary screen, cell-based | S1P4-expressing cells, antagonist mode, reporter read-out | hit rate 0.26% among 220,000 | Sphingosine 1-phosphate receptor 4 (Homo sapiens), O95977 | inhibition, % at 4.98 µM; in the data active = inhibition above about 29%;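 note: 0% = wells stimulated with agonist and 100% = vehicle wells without agonist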
An asterisk follows results filed as active; [ ] = another dose, or the depositor's remark. A portion of the library; the hit share may differ from the screen's.

Start of the data: the first four records, to show the layout:
`Cc1ccc(SCc2nnc(NC(=O)c3ccccc3)s2)cc1` gave EP2 modulator -20, NPY-Y2 PAM-ag 0, eIF4E-4G inh -20, S1P4 ag -3.4, NPY Y1 blocker 3, EP2 antag 6, p97 ATPase inh -3, NPY1 pot ag 10 and S1P4 antag -6.
`Cc1ccc(C2=NCCNC2=O)c(C)c1` gave EP2 modulator 18, NPY-Y2 PAM-ag -6, eIF4E-4G inh -7, S1P4 ag 1.3, NPY Y1 blocker -5, EP2 antag 11, p97 ATPase inh -4, NPY1 pot ag 3 and S1P4 antag -13.
NS(=O)(=O)c1ccc(NC(=O)COC(=O)c2ccc3c(c2)OCCO3)cc1 was read as EP2 modulator 27, NPY-Y2 PAM-ag 7, eIF4E-4G inh 1, S1P4 ag -1.7, NPY Y1 blocker 4, EP2 antag 4, p97 ATPase inh 0, NPY1 pot ag -11 and S1P4 antag -4.
O=C(O)CN1C(=O)C2(OCCCO2)c2ccccc21 was read as EP2 modulator 2, NPY-Y2 PAM-ag -28, eIF4E-4G inh 3[fluorescence artefact?], S1P4 ag 0.2, NPY Y1 blocker 1, EP2 antag 8, p97 ATPase inh -3, NPY1 pot ag -7 and S1P4 antag -3.

The whole of this part, previewed entries included:
`Cc1ccc(SCc2nnc(NC(=O)c3ccccc3)s2)cc1` gave EP2 modulator -20, NPY-Y2 PAM-ag 0, eIF4E-4G inh -20, S1P4 ag -3.4, NPY Y1 blocker 3, EP2 antag 6, p97 ATPase inh -3, NPY1 pot ag 10 and S1P4 antag -6.
`Cc1ccc(C2=NCCNC2=O)c(C)c1` gave EP2 modulator 18, NPY-Y2 PAM-ag -6, eIF4E-4G inh -7, S1P4 ag 1.3, NPY Y1 blocker -5, EP2 antag 11, p97 ATPase inh -4, NPY1 pot ag 3 and S1P4 antag -13.
NS(=O)(=O)c1ccc(NC(=O)COC(=O)c2ccc3c(c2)OCCO3)cc1 was read as EP2 modulator 27, NPY-Y2 PAM-ag 7, eIF4E-4G inh 1, S1P4 ag -1.7, NPY Y1 blocker 4, EP2 antag 4, p97 ATPase inh 0, NPY1 pot ag -11 and S1P4 antag -4.
O=C(O)CN1C(=O)C2(OCCCO2)c2ccccc21 was read as EP2 modulator 2, NPY-Y2 PAM-ag -28, eIF4E-4G inh 3[fluorescence artefact?], S1P4 ag 0.2, NPY Y1 blocker 1, EP2 antag 8, p97 ATPase inh -3, NPY1 pot ag -7 and S1P4 antag -3.
Screening S=C(c1ccc(-c2ccc(Cl)cc2)o1)N1CCCCC1 returned EP2 modulator 1, NPY-Y2 PAM-ag -30, eIF4E-4G inh 4, S1P4 ag -1.0, NPY Y1 blocker 4, EP2 antag 6, p97 ATPase inh 0, NPY1 pot ag -18 and S1P4 antag 0.
`COc1cccc(-c2csc(NC(=O)Oc3ccccc3)n2)c1` gave EP2 modulator -20, NPY-Y2 PAM-ag 3, eIF4E-4G inh -8, S1P4 ag 1.9, NPY Y1 blocker 7, EP2 antag 5, p97 ATPase inh -1, NPY1 pot ag 12 and S1P4 antag -16.
`Cn1cccc1C(=O)C(=O)Nc1ccc(Cl)cc1` gave EP2 modulator -1, NPY-Y2 PAM-ag 12, eIF4E-4G inh -2, S1P4 ag 0.6, NPY Y1 blocker -1, EP2 antag 18, p97 ATPase inh -10, NPY1 pot ag 4 and S1P4 antag 3.
For CCn1c(C(=O)N2CCC(C(=O)NCCCSC3CCCCC3)CC2)cc2sccc21 the results were EP2 modulator 2, NPY-Y2 PAM-ag -17, eIF4E-4G inh -4, S1P4 ag 1.5, NPY Y1 blocker 10, EP2 antag 16, p97 ATPase inh -4, NPY1 pot ag -15 and S1P4 antag 3.
`Cc1ccc(C)c(N=Nc2nc3ccccc3n2C)c1` gave EP2 modulator 17, NPY-Y2 PAM-ag 28, eIF4E-4G inh 1[fluorescence artefact?], S1P4 ag -0.6, NPY Y1 blocker 2, EP2 antag -7, p97 ATPase inh -1, NPY1 pot ag 30 and S1P4 antag -7.
`CC(=O)NC1=NN(C(C)=O)C(c2ccc(C(C)C)cc2)S1` (stereo unspecified) gave EP2 modulator 10, NPY-Y2 PAM-ag 14, eIF4E-4G inh -23, S1P4 ag -0.1, NPY Y1 blocker 4, EP2 antag 9, p97 ATPase inh -8, NPY1 pot ag 13 and S1P4 antag -13.
CCCc1[nH]nc2c1C1(C(=O)N(C(C)C)c3ccccc31)C(C#N)=C(N)O2 (stereo unspecified) was read as EP2 modulator 2, NPY-Y2 PAM-ag -7, eIF4E-4G inh -4, S1P4 ag -0.8, NPY Y1 blocker 3, EP2 antag 5, p97 ATPase inh -3, NPY1 pot ag -8 and S1P4 antag 1.
Screening CCN(CCCNC(=O)CN1C(=O)COc2ccccc21)c1cccc(C)c1 returned EP2 modulator 25, NPY-Y2 PAM-ag -4, eIF4E-4G inh -1[fluorescence artefact?], S1P4 ag -0.6, NPY Y1 blocker -1, EP2 antag 13, p97 ATPase inh 1, NPY1 pot ag -5 and S1P4 antag -4.
For Nc1nc(Sc2c([N+](=O)[O-])cc(C(F)(F)F)cc2[N+](=O)[O-])n[nH]1 the results were EP2 modulator -26, NPY-Y2 PAM-ag 1, eIF4E-4G inh -2, S1P4 ag 0.1, EP2 antag 11, p97 ATPase inh 5, NPY1 pot ag 11 and S1P4 antag -11.
Screening O=C(NCC1CCCO1)c1sc(=S)n2c1[nH]c(=O)c1ccc(C(=O)N3CCCCC3)cc12 (stereo unspecified) returned EP2 modulator -18, NPY-Y2 PAM-ag 2, eIF4E-4G inh 8[fluorescence artefact?], S1P4 ag -0.7, NPY Y1 blocker 7, EP2 antag 13, p97 ATPase inh 6, NPY1 pot ag 4 and S1P4 antag -22.
`CC(C)(C)OC(=O)N1CC(O)CC1C(=O)OCC(=O)c1ccccc1` (stereo unspecified) gave EP2 modulator -6, NPY-Y2 PAM-ag 7, eIF4E-4G inh 2, S1P4 ag 3.6, NPY Y1 blocker -5, EP2 antag 7, p97 ATPase inh 1, NPY1 pot ag -13 and S1P4 antag -12.
Screening CCOC(=O)c1ccc2c(c1)NCc1cccc(OC)c1O2 returned EP2 modulator -26, NPY-Y2 PAM-ag 2, eIF4E-4G inh 0, S1P4 ag -0.9, EP2 antag 11, p97 ATPase inh -3, NPY1 pot ag 5 and S1P4 antag -2.
O=C(Nc1cccc(C(F)(F)F)c1)c1cnccn1 was read as EP2 modulator -20, NPY-Y2 PAM-ag -1, eIF4E-4G inh -2, S1P4 ag 0.9, NPY Y1 blocker 0, EP2 antag 3, p97 ATPase inh -7, NPY1 pot ag -2 and S1P4 antag -18.
For O=C(NCc1ccc2c(c1)OCO2)c1cccc(C(=O)NCc2ccc3c(c2)OCO3)c1 the results were EP2 modulator -4, NPY-Y2 PAM-ag -31, eIF4E-4G inh -1, S1P4 ag -0.6, NPY Y1 blocker 4, EP2 antag 9, p97 ATPase inh 4, NPY1 pot ag 32 and S1P4 antag 18.
`COc1ccc(-c2cc(-c3n[nH]c(=S)n3-c3ccccc3OC)[nH]n2)cc1` gave EP2 modulator 16, NPY-Y2 PAM-ag -15, eIF4E-4G inh -2, S1P4 ag 0.5, NPY Y1 blocker 32*, EP2 antag 13, p97 ATPase inh 0, NPY1 pot ag -66 and S1P4 antag -14.
Cc1ccccc1CNC(=O)c1ccccc1NS(C)(=O)=O was read as EP2 modulator 5, NPY-Y2 PAM-ag 1, eIF4E-4G inh 6, S1P4 ag -0.4, NPY Y1 blocker 2, EP2 antag 6, p97 ATPase inh 0, NPY1 pot ag 2 and S1P4 antag -10.
Screening O=C(NCCc1ccccc1)C(=O)c1c(-c2ccccc2)cc2ccccn12 returned EP2 modulator 2, NPY-Y2 PAM-ag 5, eIF4E-4G inh 2, S1P4 ag -0.2, NPY Y1 blocker 5, EP2 antag -1, p97 ATPase inh 3, NPY1 pot ag -14 and S1P4 antag -18.
For C=CCOn1c(C)c(C(C)=O)c2c3nonc3ccc21 the results were EP2 modulator 31, NPY-Y2 PAM-ag 1, eIF4E-4G inh -1[fluorescence artefact?], S1P4 ag 0.5, NPY Y1 blocker 6, EP2 antag 12, p97 ATPase inh 3, NPY1 pot ag -10 and S1P4 antag -20.
For O=C1C=C(c2ccccc2)OC(c2ccccc2)O1 (stereo unspecified) the results were EP2 modulator 6, NPY-Y2 PAM-ag -3, eIF4E-4G inh 2, S1P4 ag -1.2, NPY Y1 blocker 6, EP2 antag 10, p97 ATPase inh 3, NPY1 pot ag -30 and S1P4 antag 0.
`Cc1cnc(NC(=O)CCN2C(=O)C3CCCCC3C2=O)s1` (stereo unspecified) gave EP2 modulator -1, NPY-Y2 PAM-ag 7, eIF4E-4G inh -2, S1P4 ag -0.8, NPY Y1 blocker 5, EP2 antag 5, p97 ATPase inh 2, NPY1 pot ag 9 and S1P4 antag -4.
`CCCCn1c(=O)c(-c2ccccc2)c(O)c2ccccc21` gave EP2 modulator 6, NPY-Y2 PAM-ag -12, S1P4 ag 0.5, NPY Y1 blocker 9, EP2 antag 7, p97 ATPase inh 0, NPY1 pot ag -1 and S1P4 antag -5.
For Cc1cccc(OCC(=O)N2CCN(C(=O)c3ccco3)CC2)c1 the results were EP2 modulator 3, NPY-Y2 PAM-ag -2, eIF4E-4G inh 2, S1P4 ag 0.1, NPY Y1 blocker 0, EP2 antag 7, p97 ATPase inh 6, NPY1 pot ag 13 and S1P4 antag 13.
`CC1(C)CC(=O)C(C=Nc2ccc3[nH]ncc3c2)=C(O)C1` gave EP2 modulator -7, NPY-Y2 PAM-ag 6, eIF4E-4G inh -3, S1P4 ag 0.0, NPY Y1 blocker 2, EP2 antag 15, p97 ATPase inh 1, NPY1 pot ag 28 and S1P4 antag 4.
Cc1ccc2nc(-c3cccnc3SCC(=O)N3c4ccccc4CC3C)[nH]c2c1 (stereo unspecified) was read as EP2 modulator -35, NPY-Y2 PAM-ag -6, eIF4E-4G inh -38, S1P4 ag -0.4, NPY Y1 blocker 2, EP2 antag 9, p97 ATPase inh 1, NPY1 pot ag -5 and S1P4 antag -4.
`CC(C)(C)NC(=O)CN(Cc1cccs1)C(=O)c1csnn1` gave EP2 modulator -6, NPY-Y2 PAM-ag 10, eIF4E-4G inh 0, S1P4 ag 1.1, NPY Y1 blocker 2, EP2 antag 14, p97 ATPase inh 4, NPY1 pot ag -2 and S1P4 antag -4.
For Cc1ccc(CNC(=O)C2CCCN(c3nc4ccsc4c(=O)s3)C2)cc1 (stereo unspecified) the results were EP2 modulator -6, NPY-Y2 PAM-ag 16, eIF4E-4G inh -1, S1P4 ag 4.4, NPY Y1 blocker 5, EP2 antag 7, p97 ATPase inh 5, NPY1 pot ag 6 and S1P4 antag 4.
